# Source: PubChem BioAssay (National Center for Advancing Translational Sciences (NCATS))
# AMA1-RON2 inh – qHTS for Inhibitors of AMA1-RON; Towards Development of Antimalarial Drug Lead: Primary Screen | Plasmodium falciparum AMA1 (3D7) - RON2 peptide interaction | hit rate 0.2% among 360,000 | Potency, µM (highest dose often 58.2 µM), without a hit: at the top dose activity change, negative = inhibition, actives largely listed as inhibitors | AID 720542, 2013 | AlphaScreen AMA1-biotinylated RON2 peptide binding;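 note: 0% = vehicle wells and -100% = peptide control; nearly all actives have a fitted effect of over 45% in size; some results filed as inactive show a strong effect at the top dose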
#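 AMA1 (3D7) with his tag at 25 nM final met compounds first, then biotinylated RON2 peptide at 25 nM; detection used donor plus acceptor beads, 10 µg/mL apiece, read by AlphaScreen after 30 min at room temperature.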
# TbPYK inhibitor – qHTS of Trypanosoma Brucei Inhibitors; hit rate 0.12% among 410,000; TbPYK enzyme, Kinase-Glo Plus ATP luminescence, 45 min; Potency, µM (highest dose often 76.8 µM), for the others: at the top dose activity, negative = inhibition, hits mostly inhibitors; pyruvate kinase (Trypanosoma brucei), Q57TT1; note: nearly all actives have a fitted effect of over 50% in size
#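 Quantitative HTS: titrated library compounds versus trypanosomal pyruvate kinase in TEA buffer (pH 7.2) containing KCl, MgCl2, BSA and Tween-20. Reactions were initiated with ADP, 130 uM final. Kinase-Glo Plus luminescence was read after 45 min at RT.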
# * marks the source's active call; other numbers are inactive results; ? = inconclusive; [ ] = another dose, or the depositor's remark. Calls come from the whole dose curve; as a rule, active = well fitted curve in the direction sought with a large enough effect; inconclusive = small, poorly fitted or top-dose-only effect, or another doubt; inactive = no such curve, though single readings can be large; an effect the other way counts as inactive or inconclusive. Unless noted, % is set by controls: 0 for no effect and ±100 for the full control effect; potency is the fitted concentration of half-maximal effect. Only part of the results is shown; count on the stated rates, not on these rows.
Compound,AMA1-RON2 inh,TbPYK inhibitor
COc1cc(/C=C/C(=O)O[C@H]2[C@H](O[C@@H]3O[C@@H](C)[C@H](O)[C@@H](O)[C@H]3O)[C@@H](O)[C@H](OCCc3ccc(O)c(OC)c3)O[C@@H]2CO)ccc1O,3.2%,1.9%
CCCNC(=O)c1cc(C2CCCCN2C(=O)c2ccc(NC(C)=O)cc2)on1 (stereo not given),3.8%,-3.3%
Cc1ccc(Cn2cc(CN(C)C3CN(Cc4cn(Cc5ccc(C)cc5)nn4)S(=O)(=O)C3)nn2)cc1 (stereo not given),-9.4%,-1.3%
COc1ccc(NC(=O)C2CCCCC2)cc1S(=O)(=O)N1CCOCC1,0.8%,3.2%
CC(=O)c1cc(C#N)c(Oc2ccc(Cl)cc2Cl)nc1C,1.3%,0.7%
COC(=O)Nc1nc2ccccc2[nH]1,18.0%,-8.6%
N#CCC(=O)Nc1ccc(C(=O)Nc2cccc(S(=O)(=O)N3CCCC3)c2)cc1,1.1%,1.8%
Clc1ccccc1NN=Cc1ccccn1,49.4%[activator],1.7%
Cc1cc(N2C(=O)C(=O)/C(=C(/O)c3ccccc3)C2c2cccc(Br)c2)no1 (stereo not given),15.5%,0.6%
O=C(O)c1ccccc1-c1ncc(-c2ccccc2)o1,2.6%,1.5%

# Next compounds
Compound,AMA1-RON2 inh,TbPYK inhibitor
COc1ccc(NC(=O)N(C)C[C@H]2Oc3cc(Br)ccc3S(=O)(=O)N([C@H](C)CO)C[C@@H]2C)cc1,3.7%,-4.5%
CN(C)CCOC1c2ccccc2CCc2ccc3ccccc3c21 (stereo not given),-9.6%,9.2%
CCCn1c(SCC(=O)N(C)C2CCS(=O)(=O)C2)nc2sc3c(c2c1=O)CCC3 (stereo not given),33.9%[activator],-13.0%
Cc1cc(Oc2cccc3c2S(=O)(=O)N(C2CCCC2)CC(COCc2ccccc2)O3)cc(C)c1C (stereo not given),-2.7%,-0.4%
OC(CNCc1ccccc1)c1ccc(Cl)cc1 (stereo not given),-4.4%,-4.3%
CCOc1ccc(CCN2C(=O)C(=O)N([C@@H](CC(C)C)CN3CCC[C@@H]3CN3C(=O)C(=O)NC[C@@H]3Cc3ccccc3)C[C@@H]2CC(C)C)cc1,-1.7%,1.7%
O=C(NCc1ccncc1)c1csc([C@@H]2O[C@H](CO)[C@@H](O)[C@H]2O)n1,1.0%,-2.0%
CC1C(=O)N(Cc2cn(Cc3ccco3)nn2)CCS(=O)(=O)N1Cc1ccc(-c2ccc(Cl)c(Cl)c2)cc1 (stereo not given),25.6%,-1.7%
O=C(NN=Cc1c[nH]c2ccccc12)NN=Cc1c[nH]c2ccccc12,0.0%,6.9%
COc1cc(-c2nnc3sc(-c4ccncc4)nn23)cc(OC)c1OC,-0.3%,?

# (list continues)
Compound,AMA1-RON2 inh,TbPYK inhibitor
CNC(=O)C1Cc2c(-c3ccc4c(c3)OCO4)ccnc2O1 (stereo not given),-1.8%,4.4%
Cc1ccc(C(=O)Nc2c(C)n(C)n(-c3ccccc3)c2=O)cc1S(=O)(=O)N1CCCCC1,21.8%,2.0%
CN(C)Cc1cc(C(F)(F)F)ccc1C(O)(c1ccccc1)c1ccccc1,-0.7%,-4.5%
CCC1([N+](=O)[O-])COC(c2ccc(C)cc2)OC1 (stereo not given),-25.1%,2.8%
CN(C)CCN(Cc1ccccc1)C(=O)c1[nH]c(C(F)(F)F)nc1-c1ccccc1,-3.7%,-10.6%
Cc1ccc(F)cc1C(=O)N1CCCCC1c1cc(C(=O)NCc2ccccc2)no1 (stereo not given),-7.4%,-0.1%
[O-]C1=N[N+](=C(c2ccccc2)c2ccccc2)C1,22.3%,2.9%
CCOC(=O)[C@]12CCCC=C1N(Cc1ccco1)C(=O)[C@H](CC(=O)NCC13CC4CC(CC(C4)C1)C3)C2,-13.4%,4.0%
CCCCNC(=O)C(NC(=O)c1cccnc1)C(=O)c1ccccc1 (stereo not given),-5.4%,0.3%
CN(C1=NS(=O)(=O)N=C(N(C)c2ccccc2)O1)c1ccccc1,-6.0%,-3.4%

# (list continues)
Compound,AMA1-RON2 inh,TbPYK inhibitor
O=C1OC[C@@H]2CCCN2C(=O)[C@H](CC(=O)N(CCO)Cc2ccccc2)C/C=C\CC[C@H]1Cc1ccc(F)cc1,14.2%,-8.4%
COc1ccc(C(=O)NCC(=O)OCC(=O)NC2CCCCCC2)cc1,2.6%,-5.5%
O=C(Cn1c(NCCO)nc2ccccc21)Nc1cccc(S(=O)(=O)N2CCCC2)c1,5.6%,-11.6%
O=S1(=O)N[C@@H](Cc2ccccc2)COc2cc(N3CCC[C@@H]3CO)ccc21,-6.5%,7.8%
S=c1[nH]nc(COc2ccccc2)n1-c1ccc(Cl)cc1,75.2%[activator],?
CC1CCC(NC(=O)CN2C(=O)c3ccccc3S2(=O)=O)CC1 (stereo not given),-6.7%,5.3%
C[C@@H]1CN([C@H](C)CO)S(=O)(=O)c2ccc(Br)cc2O[C@H]1CN(C)C(=O)Nc1ccccc1,-5.3%,-7.8%
O=C(NCc1ccc(F)cc1)c1[nH]c(C(F)(F)F)nc1-c1ccccc1,-11.5%,0.7%
Cc1cc2c(c(C)c1CCO)C(=O)[C@H](C)C2,-0.4%,1.1%
CCOC(=O)c1ccc(NC(=O)C2(N3C(=O)c4ccccc4C3=O)CCCC2)cc1,-16.8%,-1.3%

# Quoted at random: two compounds from above
Compound,AMA1-RON2 inh,TbPYK inhibitor
Cc1cc2c(c(C)c1CCO)C(=O)[C@H](C)C2,-0.4%,1.1%
S=c1[nH]nc(COc2ccccc2)n1-c1ccc(Cl)cc1,75.2%[activator],?

# Next part
Compound,AMA1-RON2 inh,TbPYK inhibitor
O=C1O[C@@H](c2ccccc2)C[C@@H](O)C(=O)CCCCc2ccccc21,-6.7%,1.5%
CN(c1ccccc1)S(=O)(=O)c1cccc(C(=O)OCC(=O)Nc2ccc(C(N)=O)cc2)c1,-8.7%,2.4%
CCOC(=O)C1=CN(Cc2ccco2)S(=O)(=O)N(C)C1c1ccc(F)c(Cl)c1 (stereo not given),-4.0%,-12.5%
COc1ccc(CNC(=O)C[C@H]2C[C@H](C(=O)N3CCOCC3)[C@@]3(CCC4CCCC4)c4[nH]c5cc(-c6ccco6)ccc5c4CCN3C2=O)cc1OC,?,-6.0%
C=CC(=O)Nc1cccc(Nc2nc(N[C@H]3CC[C@H](N(C)C)CC3)nc3c2ncn3C(C)C)c1,-19.6%,-4.6%
O=C(COC(=O)c1c(F)cccc1F)NC(=O)NCc1ccccc1,-14.7%,4.9%
CCOC(=O)[C@@H]1[C@H]2COc3ccccc3[C@@H]2N2C(=O)N(c3ccc(Br)cc3)C(=O)[C@@]12C,1.5%,-1.1%
Cc1cc(C(=O)CN2C(=O)C(=O)N(CCC3=CCCCC3)C2=O)c(C)n1C,20.0%[11.6 µM],6.2%
O=C(Nc1cc(S(=O)(=O)N2CCOCC2)ccc1N1CCCC1)c1ccccc1C(F)(F)F,1.8%,-5.8%
C=CC[C@@H](CC(=O)N(CCO)Cc1ccccc1)C(=O)N[C@H](C)COC(=O)[C@@H](CC=C)Cc1ccc(F)cc1,-0.3%,-7.9%

# (continued)
Compound,AMA1-RON2 inh,TbPYK inhibitor
CCN(C[C@H]1N[C@@](CC)(C(=O)OC)[C@H]2C(=O)N(Cc3ccccc3)C(=O)[C@@H]12)S(=O)(=O)c1ccc(F)cc1,-11.2%,-5.1%
CCc1nc2ccc(C(=O)Nc3cc(-c4ccccc4)ccc3OC)cn2c1N(CC)CC(=O)N(C)C,-19.5%,4.2%
CN(c1cccc(F)c1)c1cc2c(c3c1ccn3C)C1CCC2O1 (stereo not given),?,-1.6%
Cc1cccc(OCCCCN2CCNCC2)c1,-5.6%,-0.3%
CN(C(=O)c1cccc(NC(=O)Cc2cccc(NC(=O)C3CCCN(C(=O)C4CCC4)C3)c2)c1)C1CCC1 (stereo not given),11.9%,0.5%
CCC(CC)C(=O)N(C)c1c(C)nc2c(OCc3cc(Cl)cc(Cl)c3)cccn12,15.5%,-1.0%
COc1ccc(C2CC(c3cccs3)=NN2C(=O)CCCC(=O)O)cc1OC (stereo not given),-10.2%,-8.1%
C[C@]12c3[nH]c4cc(-c5ccco5)ccc4c3CCN1C(=O)[C@@H](CC(=O)NCCN1CCOCC1)C[C@@H]2C(=O)N1CCCCC1,-3.6%,-8.8%
CC(C)(C)c1ccc(C(O)c2ncc(-c3ccccc3Cl)[nH]2)cc1 (stereo not given),-11.7%,0.3%
COc1cccc(CN(C)S(=O)(=O)c2ccccc2Br)c1,18.1%,0.1%

# (cont.)
Compound,AMA1-RON2 inh,TbPYK inhibitor
CC[C@]12C(=O)N(C)C[C@H]([C@@H]3C(=O)N(Cc4ccccc4)C(=O)[C@@H]31)N2C(=O)c1ccccc1,15.9%,-2.2%
COc1cc(/C=N/N2CCN(Cc3ccccc3)CC2)cc(OC)c1OC,4.2%,2.1%
O=C1NC[C@@H](c2ccccc2)OC(=O)[C@@H](Cc2ccc(F)cc2)C/C=C\C[C@@H]1CC(=O)N(CCO)Cc1ccccc1,-17.3%,-6.1%
O=S(=O)(Nc1ccc(C(O)(C(F)(F)F)C(F)(F)F)cc1)c1cccc2ccccc12,2.1%,-0.1%
CC1(C(=O)NCc2ccc(Cl)cc2)CCN1C(=O)Cc1ccc(Cl)cc1Cl (stereo not given),-4.3%,-2.9%
CCN1Cc2cc(OC)ccc2-c2ccccc2S1(=O)=O,19.9%,0.5%
COc1ccc(S(=O)(=O)N(C)C[C@H]2Oc3ccc(NC(=O)C4CC4)cc3C(=O)N([C@H](C)CO)C[C@@H]2C)cc1,4.3%,-0.1%
Cc1ccc(N2C(=O)N3[C@@H]4c5ccccc5OC[C@@H]4[C@@H](c4ccccc4)[C@@]3(C)C2=O)cc1,-7.6%,-3.2%
COc1ccc2c(c1)C(CC(C)=O)N(c1ccc(-c3cccnc3)cc1)C(c1ccsc1)=C2 (stereo not given),-6.9%,-2.6%
C[C@]12CCC3C(CC[C@H]4C[C@H](O)CC[C@]34C)C1C[C@H](O)[C@@H]2O (stereo not given in full),-4.5%,5.5%

# Later entries:
Compound,AMA1-RON2 inh,TbPYK inhibitor
Cc1cccc(OCCC(=O)OCC(=O)N2c3ccccc3NC(=O)C2(C)C)c1,0.0%,5.9%
Cc1noc(C)c1NC(=O)N(C)C[C@@H]1OCc2cn(nn2)CCCC(=O)N([C@H](C)CO)C[C@H]1C,2.3%,-0.3%
CCc1nc2c(OCCOc3ccc(F)cc3)cccn2c1N(C=O)Cc1ccc(OC)cc1,-2.5%,-3.1%
COc1ccc(CN2C[C@@H](CO)O[C@@H](n3cnc4c(NCc5ccco5)ncnc43)C2)cc1,-13.5%,0.7%
CCCCn1nnnc1C1(C)CCC(=O)N1c1ccc(N2CCOCC2)cc1 (stereo not given),-0.8%,-2.0%
COc1ccc(C(C)(NC(C)=O)c2nc(-c3cccc(C(F)(F)F)c3)cs2)cc1 (stereo not given),-5.4%,8.5%
CCOC(=O)N1Cc2cc3ccccc3nc2C1,-6.2%,-2.0%
C[C@H](CO)N1C[C@H](C)[C@H](CN(C)C(=O)Nc2ccc(C(F)(F)F)cc2)Oc2c(NC(=O)c3ccncc3)cccc2C1=O,0.0%,-26.2%
COc1cccc(NC(=S)N2CCC(C(=O)c3ccc(F)cc3)CC2)c1,-2.1%,5.7%
CC(C)Oc1ccc(F)cc1-c1cc(C(=O)Nc2ccc(C(C)(C)C)cc2)[nH]n1,-3.1%,-4.0%

# Next structures follow:
Compound,AMA1-RON2 inh,TbPYK inhibitor
CC(=O)Nc1ccc(C(=O)N2CCCCC2c2cc(C(=O)Nc3cccc(C#N)c3)no2)cc1 (stereo not given),2.8%,-0.5%
O=C(COC(=O)C1CC2C=CC1C2)Nc1c(Br)cc([N+](=O)[O-])cc1Br (stereo not given),-9.8%,7.2%
O=C(c1cc(C2CC2)nn1-c1ccccc1)N1CCN(S(=O)(=O)c2ccccc2F)CC1,-0.3%,1.1%
CCOc1ccc(/C=C(\C#N)C(=O)NC2CC2)c(OCC)c1,?,-4.6%
Cc1ccc(S(=O)(=O)N2C[C@H]3[C@H]4C(=O)N(c5ccccc5)C(=O)[C@H]4C[C@H](OC(=O)NCc4ccco4)[C@@]3(O)C2)cc1,3.6%,-6.0%
COc1ccc(N(CC(=O)NCc2cccnc2)S(=O)(=O)c2ccccc2)c(OC)c1,-7.9%,2.5%

# As entered above:
# In AMA1-RON2 inh, CC(=O)c1cc(C#N)c(Oc2ccc(Cl)cc2Cl)nc1C is entered as 1.3%
# In AMA1-RON2 inh, CCOC(=O)c1ccc(NC(=O)C2(N3C(=O)c4ccccc4C3=O)CCCC2)cc1 is entered as -16.8%
# In AMA1-RON2 inh, CNC(=O)C1Cc2c(-c3ccc4c(c3)OCO4)ccnc2O1 (stereo not given) is entered as -1.8%
# In AMA1-RON2 inh, CCCCn1nnnc1C1(C)CCC(=O)N1c1ccc(N2CCOCC2)cc1 (stereo not given) is entered as -0.8%
# In TbPYK inhibitor, CCOC(=O)[C@]12CCCC=C1N(Cc1ccco1)C(=O)[C@H](CC(=O)NCC13CC4CC(CC(C4)C1)C3)C2 is entered as 4.0%
